# High-throughput results from PubChem.
# MITF inh = inhibitors of human MITF. inhibition, % at 2.6 µM. AlphaScreen MITF homodimerization, bead proximity signal. O75030. 650,000 tested, 0.91% active; in the data active = inhibition above about 50%;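 note: 0% = vehicle wells with protein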
# Target sequence (O75030 whole entry, looked up): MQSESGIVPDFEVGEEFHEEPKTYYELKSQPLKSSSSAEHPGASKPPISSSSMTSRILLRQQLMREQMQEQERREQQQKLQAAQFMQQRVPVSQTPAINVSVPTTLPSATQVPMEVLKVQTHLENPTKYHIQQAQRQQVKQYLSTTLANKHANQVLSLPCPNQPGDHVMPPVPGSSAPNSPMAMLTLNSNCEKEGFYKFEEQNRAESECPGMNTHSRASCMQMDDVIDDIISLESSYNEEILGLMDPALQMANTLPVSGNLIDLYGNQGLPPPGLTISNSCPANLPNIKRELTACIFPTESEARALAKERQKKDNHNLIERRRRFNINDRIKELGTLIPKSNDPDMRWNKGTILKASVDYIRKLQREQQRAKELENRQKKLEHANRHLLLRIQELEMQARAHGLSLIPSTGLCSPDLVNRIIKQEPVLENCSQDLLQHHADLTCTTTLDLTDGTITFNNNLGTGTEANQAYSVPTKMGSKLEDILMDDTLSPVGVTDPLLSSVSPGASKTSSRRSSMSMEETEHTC
# FBW7 act = human FBW7 E3 ligase activation, primary screen; AlphaScreen FBW7–phospho-cyclin E peptide binding, activator screen; normalized activity (activation), % at 26.1 µM; 650,000 tested, 0.13% active; Q969H0; AID 1259310; in the data active = normalized activity above about 1.9%;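 note: purified mutant Fbw7 with reduced substrate affinity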
# GPR151 activ = activates the human receptor GPR151 | Q8TDV0 | PathHunter beta-arrestin GPR151 cells, luminescence | activation, % at 11.2 µM | 650,000 tested, 1% active; in the data active = activation above about 4.9%;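 note: 0% = median of compound wells and 100% = cells with positive control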
# Target sequence (Q8TDV0 whole entry, looked up): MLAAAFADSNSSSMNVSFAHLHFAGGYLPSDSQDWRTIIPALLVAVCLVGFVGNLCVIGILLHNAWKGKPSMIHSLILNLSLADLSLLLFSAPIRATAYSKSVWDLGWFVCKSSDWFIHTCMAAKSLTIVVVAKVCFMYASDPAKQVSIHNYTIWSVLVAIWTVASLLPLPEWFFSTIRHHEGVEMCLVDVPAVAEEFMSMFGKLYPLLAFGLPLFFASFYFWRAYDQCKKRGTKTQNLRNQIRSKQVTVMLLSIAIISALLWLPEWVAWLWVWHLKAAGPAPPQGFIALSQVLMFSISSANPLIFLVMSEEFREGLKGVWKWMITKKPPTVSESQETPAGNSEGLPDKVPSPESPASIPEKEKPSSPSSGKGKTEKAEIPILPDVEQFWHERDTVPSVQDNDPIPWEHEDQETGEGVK
# TEAD-YAP inh = TEAD-YAP interaction inhibition; inhibition, % at 9.12 µM; AID 1259422; HEK-TIYL cells, TEAD-Gal4/YAP UAS-luciferase luminescence; 640,000 tested, 1.4% active; in the data active = inhibition above about 32%;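 note: 0% = median of test compound wells and 100% = reference inhibitor wells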
# Starred values were filed as active, the others as inactive. The order is random; about 3.4% have a hit in one of these screens.
No.	Compound	MITF inh	FBW7 act	GPR151 activ	TEAD-YAP inh
1	O=C(NNC(=O)C1CC1)c1cc2nc(-c3cccs3)cc(C(F)(F)F)n2n1	8	0.0	1.5	3
2	O=S(=O)(c1ccc(F)cc1)N1CCN(Cc2cccc(F)c2)CC1	49	0.0	-0.7	-1
3	O=c1c2cn[nH]c2nc(SCc2ccccc2F)n1-c1ccc(Br)cc1	7	0.0	0.7	-3
4	Cc1cc(O)c(C(C[N+](=O)[O-])c2c[nH]c3ccccc23)c(=O)o1 (stereo not drawn)	19	0.8	-0.6	2
5	CC(=O)Nc1ccc(NC(=O)COC(=O)C23CC4CC(CC(C4)C2)C3)cc1	5	0.3	-0.1	5
6	C/C(=C\C(=O)c1ccc(C)o1)Nc1ccc2c(c1)OCO2	17	0.0	-0.2	-15
7	COc1ccc(N2CCN(c3nc(Nc4ccc(OC)c(Cl)c4)nc(N4CCCC4)n3)CC2)cc1	-3	0.1	-1.1	-5
8	CN(C)c1ccc(/[N+]([O-])=C/C(=O)c2ccc(-n3nncc3C(C)(C)C)cc2)cc1	-8	-0.2	-1.7	-8
9	CCOC(=O)Cn1c(=O)c(=O)n(C(C)C)c2ccc(S(C)(=O)=O)cc21	2	-0.2	0.0	-3
10	Cc1ccccc1C(=O)Nc1sc2c(c1C(=O)N1CCCCC1)CCCCC2	-9	-0.1	-0.1	0
11	c1ccc2c(c1)ncn2CC1CCN(Cc2cn3ccccc3n2)CC1	89*	-0.5	3.0	12
12	Cc1cccc(NC(=O)COc2ccc(Cl)cc2/C=N/O)c1	-4	0.1	-1.1	-69
13	Cc1cccc(N2CCN(S(=O)(=O)CCNC(=O)COc3ccccc3)CC2)c1	-1	0.2	-0.1	12
14	CCOC(=O)c1ccc(-c2ccc(/C=C3/C(=N)N4N=C(c5ccc(C)cc5)SC4=NC3=O)o2)cc1	7	1.0	-0.3	-4
15	CCCC(=O)C1=C(c2ccc(OC)cc2)N(C(=O)CCC)n2c(CC)nnc2S1	17	-0.2	-0.5	-2

# The listing continues.
No.	Compound	MITF inh	FBW7 act	GPR151 activ	TEAD-YAP inh
16	COC(=O)c1ccc(-n2nnnc2Oc2ccc3ccc(=O)oc3c2)cc1	1	-0.2	-0.9	-2
17	COC(=O)c1ccc(N2CC(O)=C(c3ccccc3)C2=N)cc1	0	-0.1	-0.6	-4
18	CC(=O)Nc1cccc(NC(=O)CSc2ccc3nnc(-c4ccc(C)cc4)n3n2)c1	13	0.0	-0.8	-8
19	COCCN(C(C)=O)c1nnc(-c2ccc(C)nc2)s1	-9	0.0	0.5	-7
20	CCCc1cc(=S)sc(N)n1	3	-0.3	0.6	-9
21	O=C(NCc1ccc(Cl)cc1)C(=O)NC1CCCCCC1	-3	0.0	1.9	-6
22	O=C(O)c1ccc(N=c2oc3cc(O)ccc3cc2C(=O)Nc2ccc(Cl)cc2)cc1	-6	-0.1	-0.5	-6
23	O=C1C=CC=C2C3CC(CC12)CN(c1nc(Cl)nc(NCc2ccco2)n1)C3 (stereo not drawn)	-8	0.0	2.2	-6
24	O=[N+]([O-])c1cc(-c2cnc3ccccc3n2)ccc1N1CCCCCC1	15	0.6	-1.0	71*
25	C=CCNC(=O)CN(c1ccc(C)cc1)S(=O)(=O)c1ccc(OC)c(OC)c1	-12	0.2	-0.3	1
26	CCc1ccc(NC(=O)CN(c2ccccc2Br)S(C)(=O)=O)cc1	23	0.2	-0.5	5
27	CCCCCOC(=O)c1ccc2c(c1)C(=O)N(c1cc(Cl)ccc1Cl)C2=O	-3	-0.1	1.0	6
28	Cc1ccc2[nH]c(=O)c(CN(CCCN(C)C)C(=S)NCCCN(C)C)cc2c1	17	0.4	-0.4	16
29	NC(=O)c1cc2c(ccc3ccccc32)oc1=Nc1ccc(F)cc1F	-3	0.1	-0.2	-1
30	CCC(=O)Oc1ccc(-c2nc(-c3ccc(OC)cc3)no2)cc1	1	-0.1	-6.6	44*

# The listing continues.
No.	Compound	MITF inh	FBW7 act	GPR151 activ	TEAD-YAP inh
31	CC(C)N(CCNc1nc(NC2CCC(O)CC2)nc2c1ncn2CCN1CCCC1=O)C(C)C (stereo not drawn)	0	-0.2	0.4	-3
32	Brc1ccc(-n2cc(-c3ccccc3)c3c(N4CCCC4)ncnc32)cc1	1	0.1	0.6	-14
33	c1ccc(-n2cnc3c(NCc4nc5ccccc5[nH]4)nc(-c4csc5ccccc45)nc32)cc1	-3	6.9*	-1.0	-10
34	CCOc1ccc(/C=C(\C#N)C(=O)Nc2ccccn2)cc1	12	0.0	-0.4	-1
35	COC(=O)C1(C(C)C)NC(c2ccc(Cl)cc2)C2C(=O)N(C)C(=O)C21 (stereo not drawn)	-6	-0.5	1.4	-4
36	COC(=O)C1CCN(S(=O)(=O)c2ccc(Cl)cc2)CC1	4	0.0	1.7	3
37	COc1ccc(C(=O)NNC(=O)c2ccccc2O)cc1	-3	-0.2	-0.6	-35
38	CN1C(=O)c2cccc(N3CCN(C(=O)c4ccc5ncccc5c4)CC3)c2C1=O	8	0.0	-0.5	-7
39	Cc1ccc(NC(=O)COC(=O)c2cccnc2)cc1Cl	14	0.3	-0.1	24
40	CC(C)c1nnc2n1CCN(Cc1ccc(F)c(F)c1)CC2	-2	0.2	1.1	8
41	CCC(C)N1CCN(CC2CC=CCC2)CC1 (stereo not drawn)	62*	-0.1	0.2	-1
42	CCCOC(=O)c1ccc2c(c1)C(=O)N(c1ccccc1C)C2=O	10	0.1	0.2	-13
43	COc1ccc(OCC(=O)Nc2cc(-c3nc4cc(C)ccc4o3)ccc2Cl)cc1	-8	0.0	-0.8	-18
44	CC(=O)c1cccc(NC(=O)CSc2cc(C)c3ccccc3n2)c1	12	0.1	-0.1	-14
45	O=C(NC1CC1)c1cnn2c(C(F)(F)F)cc(-c3ccccc3)nc12	4	0.1	-0.2	-24

# 13 entries already listed, ordered by length of the SMILES, ascending.
No.	Compound	MITF inh	FBW7 act	GPR151 activ	TEAD-YAP inh
41	CCC(C)N1CCN(CC2CC=CCC2)CC1 (stereo not drawn)	62*	-0.1	0.2	-1
37	COc1ccc(C(=O)NNC(=O)c2ccccc2O)cc1	-3	-0.2	-0.6	-35
39	Cc1ccc(NC(=O)COC(=O)c2cccnc2)cc1Cl	14	0.3	-0.1	24
40	CC(C)c1nnc2n1CCN(Cc1ccc(F)c(F)c1)CC2	-2	0.2	1.1	8
34	CCOc1ccc(/C=C(\C#N)C(=O)Nc2ccccn2)cc1	12	0.0	-0.4	-1
36	COC(=O)C1CCN(S(=O)(=O)c2ccc(Cl)cc2)CC1	4	0.0	1.7	3
30	CCC(=O)Oc1ccc(-c2nc(-c3ccc(OC)cc3)no2)cc1	1	-0.1	-6.6	44*
45	O=C(NC1CC1)c1cnn2c(C(F)(F)F)cc(-c3ccccc3)nc12	4	0.1	-0.2	-24
32	Brc1ccc(-n2cc(-c3ccccc3)c3c(N4CCCC4)ncnc32)cc1	1	0.1	0.6	-14
43	COc1ccc(OCC(=O)Nc2cc(-c3nc4cc(C)ccc4o3)ccc2Cl)cc1	-8	0.0	-0.8	-18
35	COC(=O)C1(C(C)C)NC(c2ccc(Cl)cc2)C2C(=O)N(C)C(=O)C21 (stereo not drawn)	-6	-0.5	1.4	-4
31	CC(C)N(CCNc1nc(NC2CCC(O)CC2)nc2c1ncn2CCN1CCCC1=O)C(C)C (stereo not drawn)	0	-0.2	0.4	-3
33	c1ccc(-n2cnc3c(NCc4nc5ccccc5[nH]4)nc(-c4csc5ccccc45)nc32)cc1	-3	6.9*	-1.0	-10

# Later entries.
No.	Compound	MITF inh	FBW7 act	GPR151 activ	TEAD-YAP inh
46	Cc1ccc(OCCNC2CCCC2)c(Cl)c1	34	0.0	0.8	-10
47	O=C(NCc1ccc2c(c1)OCO2)C1CC=CCC1c1nc2ccccc2c(=O)[nH]1 (stereo not drawn)	2	-0.1	0.7	-5
48	CCOc1ccc(OCC)c(C2C(C#N)=C(N)OC3=C2C(=O)CCC3)c1 (stereo not drawn)	0	0.1	-0.3	14
49	COc1ccccc1C(=O)Oc1cccc2ccccc12	8	0.2	-1.1	2
50	COc1cccc(CN2CCOCC2)c1OC	-6	0.1	-0.5	-9
51	COc1ccc(CN2CCNC(=O)C2CC(=O)NCc2cnn(C)c2)cc1OC (stereo not drawn)	1	-0.2	-0.2	3
52	O=C(CCCOc1ccccc1)N1CCN(c2ccccn2)CC1	0	0.0	-2.3	-42
53	COc1cccc(CNC(=O)CNC(=S)N(CCCN2CCOCC2)Cc2cccs2)c1	5	0.0	1.1	-1
54	CC(C)N(CCNC(=O)c1cccc(-c2ccc3c(ccn3C)c2)n1)C(C)C	-9	2.2*	12*	9
55	O=C(Nc1ccccc1[N+](=O)[O-])C1COc2ccccc2O1 (stereo not drawn)	-10	-0.2	0.4	-54
56	CCOC(=O)C1=C(C)N=c2s/c(=C\c3ccc(-c4ccc(Br)cc4)o3)c(=O)n2C1c1ccc(OC)cc1OC (stereo not drawn)	-9	0.0	-0.2	-8
57	O=C(c1sc2cc(F)ccc2c1Cl)N1CCc2ccccc2C1	-10	0.1	0.6	-20
58	CC(NC(=O)c1ccc(CN2CCN(Cc3ccccc3)CC2)[nH]c1=O)c1cccs1 (stereo not drawn)	-31	0.1	1.1	10
59	CC(C)Cc1nnc(NC(=O)CSc2nc(O)c(-c3ccccc3)c(=O)[nH]2)s1	11	-0.6	0.5	13
60	Cc1cccc(C)c1N=C1S/C(=C\c2cn(Cc3ccc(Cl)cc3Cl)c3ccccc23)C(=O)N1c1ccccc1	0	0.2	-0.1	11

# (more compounds)
No.	Compound	MITF inh	FBW7 act	GPR151 activ	TEAD-YAP inh
61	CCCOC(=O)c1ccc(Nc2c(C(=O)OCC)cnc3c(C)c(Cl)ccc23)cc1	-2	-0.1	1.8	4
62	Cc1cnc(-c2cccc(N)c2)nc1NCc1nc2ccccc2[nH]1	-3	0.1	0.9	-5
63	Cc1[nH]c2ccccc2c1/C=C(\C#N)C(=O)Nc1ccc(C(=O)O)cc1	8	0.3	0.8	1
64	COc1cccc(-c2cccc(NC(=O)C3CCN(C4CCOCC4)CC3)c2)c1	3	0.1	-0.5	12
65	CCOC(=O)CC(NC(=O)c1ccccc1F)c1ccc(C)cc1 (stereo not drawn)	1	0.8	0.1	2
66	O=Cc1ccc(SCCO)c([N+](=O)[O-])c1	1	-0.1	-0.9	15
67	CCC(Nc1ccccc1)C(=O)N/N=C/c1cc(OC)cc([N+](=O)[O-])c1O (stereo not drawn)	8	-0.6	0.1	4
68	Cc1ccc(NS(=O)(=O)c2cc([N+](=O)[O-])ccc2NN)c(C)c1	-2	0.0	-0.3	-8
69	CN(Cc1ccccc1)S(=O)(=O)c1cc2c3c(c1)CCC(=O)N3CCC2	16	0.3	-1.4	13
70	COc1ccc(C)cc1S(=O)(=O)Nc1ccccc1C(F)(F)F	-2	-0.2	1.7	9
71	O=C(CCc1nnc(Cc2ccc3c(c2)OCO3)o1)N1CCc2c(Cl)cccc2C1	2	0.0	-1.7	-10
72	CCCCc1nc2sc(C(=O)OCC)c(N)c2c2c1COC(C)(C)C2	12	0.0	2.1	0
73	C=CCn1c(=NC(C)=O)sc2cc(F)ccc21	0	-0.1	1.2	4
74	O=C(Cc1ccccc1)Nn1c(-c2cccc([N+](=O)[O-])c2)nc2ccccc2c1=O	-4	0.0	0.8	-2
75	CC(C)C[C@H]1NC(=O)[C@@H]2C[C@H](NC(=O)Nc3ccc(C(C)C)cc3)CN2C1=O	-15	0.1	-0.4	-3

# (further entries)
No.	Compound	MITF inh	FBW7 act	GPR151 activ	TEAD-YAP inh
76	COc1ccc(Cl)cc1NC(=O)NCc1ccc2c(c1)OCO2	6	0.0	0.9	5
77	O=C1OC(c2ccc(Br)cc2)=N/C1=C\c1c(F)cccc1Cl	7	0.2	-0.7	7
78	Nc1ncc(-c2cccc3ncccc23)nc1N1CCC(C(=O)O)CC1	-1	-0.2	0.9	2
79	CCOC(=O)[C@@H]1C(=O)NC(SC)=C(C#N)[C@H]1c1ccccc1OC	-3	0.6	2.4	-16
80	O=C(Cn1ccc2ccccc21)NC1CCCCC1N1C(=O)CSC1=O (stereo not drawn)	-5	-0.1	0.5	9
81	CCOc1nn(CC)cc1-c1nnc(SCC(=O)N2CCC(C)CC2)n1C	-9	-0.3	1.5	2
82	Cc1nc2c(-c3cccs3)c(C)nn2c(NCCN2CCOCC2)c1C	7	-0.1	4.4	-3
83	COc1ccc(/C=C2/SC(=Nc3ccc(F)cc3)NC2=O)c(OC)c1	7	-0.1	3.6	42*
84	O=C1CC(NC23CC4CC(CC(C4)C2)C3)C(=O)N1c1ccc(Br)cc1 (stereo not drawn)	0	-0.3	0.4	-1
85	COc1ccccc1-c1nnc(C2CCN(C(C)=O)CC2)s1	5	0.1	1.0	2
86	O=C(CSc1nc(-c2ccccc2)c2ccccc2n1)N1c2ccccc2CCc2ccccc21	-7	-0.2	0.0	3
87	CCN1C(=O)CC(CC(=O)N(C)Cc2cc(-c3ccccc3)on2)(c2ccccc2C)C1=O (stereo not drawn)	6	0.1	0.8	7
88	CC(C)OC(=O)c1c(-c2ccc(Br)cc2)csc1NC(=O)C1C2CCC(C2)C1C(=O)O (stereo not drawn)	-4	-0.1	-2.2	-4
89	Cc1ccc(-n2cc(-c3ccccc3)c3c(N4CCN(C)CC4)ncnc32)cc1	9	-0.3	4.0	1
90	CSc1cccc(NS(=O)(=O)c2ccc(Cl)cc2)c1	6	0.5	0.8	-5
91	CCOC(=O)C1CCC(CN(Cc2c(Cl)cccc2Cl)S(=O)(=O)c2ccc(OC)cc2)CC1 (stereo not drawn)	-16	-0.2	0.0	11
92	CN1CCN(C(=O)c2cnn(-c3ccccc3)c2NC(=O)c2cccs2)CC1	-21	0.1	3.7	2
93	COc1ccccc1NC(=O)CCc1c(C)nc2cc(-c3ccccc3)nn2c1C	2	0.0	0.4	2
